# FLuc modulator – inhibits or activates purified firefly luciferase, miR-21 counter-screen; P08659; purified FLuc, Km substrates, luminescence inhibition; Potency, µM (top dose mostly 57.5 µM), for the others: at the top dose activity change, negative = inhibition, hits mostly inhibitors; 6.9% of 360,000 active; AID 588342;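 also: plate controls were vehicle for no effect and reference inhibitor for full effect; nearly all actives have a fitted effect of over 55% in size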
# Target sequence (P08659 whole entry, looked up): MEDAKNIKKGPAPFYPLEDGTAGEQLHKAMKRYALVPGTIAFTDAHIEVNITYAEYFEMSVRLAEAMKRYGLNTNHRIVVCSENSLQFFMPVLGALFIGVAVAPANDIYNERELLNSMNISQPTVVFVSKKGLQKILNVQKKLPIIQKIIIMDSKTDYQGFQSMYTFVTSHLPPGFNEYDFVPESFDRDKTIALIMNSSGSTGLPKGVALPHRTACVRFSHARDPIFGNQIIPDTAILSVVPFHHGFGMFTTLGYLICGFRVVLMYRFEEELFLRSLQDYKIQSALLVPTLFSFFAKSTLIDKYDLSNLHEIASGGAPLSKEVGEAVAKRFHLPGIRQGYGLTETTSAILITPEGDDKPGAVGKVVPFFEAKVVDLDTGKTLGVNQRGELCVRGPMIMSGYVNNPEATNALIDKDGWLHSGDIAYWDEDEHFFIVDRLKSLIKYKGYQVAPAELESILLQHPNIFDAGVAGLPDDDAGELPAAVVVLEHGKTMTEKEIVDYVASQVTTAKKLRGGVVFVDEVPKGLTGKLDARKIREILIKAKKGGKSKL
#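 Purified P. pyralis luciferase (10nM final) with 10uM D-luciferin and 10uM ATP (Km levels) in 50mM Tris acetate pH 7.5, 10mM Mg acetate, 0.01% Tween-20, 0.05% BSA; qHTS 6-point titration, ~60 µM downward; luminescence read.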
# BRCA1 expr up – increases BRCA1 expression; MCF7-BRCA1-FFLuc reporter, luminescence, 48 h; response scale: scaled: vehicle 0%, 10 µM genistein 100%; Potency, µM (top dose mostly 46.1 µM), without a hit: at the top dose activation, actives largely listed as activators; 1.1% of 380,000 active; AID 624202; also: nearly all actives have a fitted effect of over 80% in size; some results filed as inactive show a strong effect at the top dose
#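 Compounds are tested at multiple concentrations on MCF7 BRCA1-luciferase reporter cells seeded at 2000 per well; after 48 h, a single luminescence end-point is taken and curves fitted to the normalized data.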
# An asterisk follows results filed as active; ? = inconclusive. Calls follow the shape of the dose curve; as a rule, active = well fitted curve in the direction sought with a large enough effect; inconclusive = small, poorly fitted or top-dose-only effect, or another doubt; inactive = no such curve, though single readings can be large; an effect the other way counts as inactive or inconclusive. Potency is read from the fitted curve at half-maximal effect. This is a subset, so the mix of outcomes need not match the whole.
SMILES,FLuc modulator,BRCA1 expr up
CC(C)OCCCNc1ncnc2sc3c(c12)CCCC3,-4.6%,-0.4%
COc1cccc(NC(=O)Cn2c(=O)n(CCc3ccccc3)c(=O)c3c4c(sc32)CN(C(C)=O)CC4)c1,-6.3%,-32.5%
Cc1ccc(Cl)cc1N1CCN(C(=O)CCNS(=O)(=O)c2ccc3c(c2)CCN3C(=O)C2CC2)CC1,-9.9%,-44.6%
CN(C)S(=O)(=O)N(CC(=O)NCCSc1ccccc1)c1ccccc1,-1.1%,-1.6%
Cc1ccc(Cl)cc1N1CCN(S(=O)(=O)c2ccc3[nH]c4c(c3c2)CCCCC4)CC1,-3.6%,-21.1%
COc1ccc2c(CNCc3cccs3)c(C(=O)O)n(Cc3ccc(C)cc3)c2c1,-7.9%,-21.7%
CCN1C(=O)c2ccccc2S(=O)c2ccc(C(=O)N3CCN(c4cc(Cl)ccc4C)CC3)cc21 (configuration not stated),-0.7%,-56.1%
Cc1cccc(C)c1NC(=O)Cn1c(=O)n(CCCS(=O)(=O)C2CCCCC2)c(=O)c2ccccc21,-0.7%,-7.9%
COc1ccccc1NC(=O)C1=C(C)Nc2nc(SC)nn2C1c1ccccc1Cl (configuration not stated),1.5%,-42.6%
Cc1ccc(-n2ccnc(NCc3cccs3)c2=O)cc1C,-14.9%,0.0%
O=C(NCc1ccc2c(c1)OCO2)c1ccc2c(c1)N(Cc1ccc(F)cc1)C(=O)c1ccccc1S2=O (configuration not stated),0.3%,25.3%
COc1cccc(N2CCN(C(=O)CCc3c(C)nc4c(c3C)c(=O)n(C)c(=O)n4C)CC2)c1,-3.6%,13.1%
COc1ccc2c(c1)c(=O)c(C(=O)c1ccc(F)cc1)cn2CC(=O)Nc1ccc2c(c1)OCO2,-1.8%,-4.3%
COc1ccccc1C(=O)Nc1c(C(=O)c2ccccc2)oc2ccccc12,-3.3%,9.0%
COc1ccc(OC)c(S(=O)(=O)NCCc2sc(-c3cccnc3)nc2C)c1,3.7%,-1.2%
CCOCCn1ccc2c(OCC(=O)Nc3ccc(C(N)=O)cc3)cccc2c1=O,-6.6%,0.0%
Cc1cccc(Nc2nc(N)nc(N)c2S(=O)(=O)c2ccccc2)c1,3.9%,-4.2%
Cc1ccc(Cl)cc1NC(=O)Cn1c(=O)n(CCC(=O)N2CCc3ccccc3C2)c(=O)c2ccccc21,-6.1%,3.7%
Cc1c(Cl)cccc1NC(=O)C(C)N(c1ccccc1)S(C)(=O)=O (configuration not stated),-9.2%,9.7%
COc1ccc(C(=O)NCCn2cc(SCc3ccc(C(F)(F)F)cc3)c3ccccc32)cc1OC,-11.1%,-65.1%
CCC(=O)N1CCc2cc(Br)cc(S(=O)(=O)N3CCCC(C(=O)NCc4ccc(C)cc4)C3)c21 (configuration not stated),5.1%,-29.1%
CCC(=O)N1c2ccc(S(=O)(=O)N3CCN(c4ccccc4)CC3)cc2CC1C (configuration not stated),-0.9%,-16.0%
COc1ccc(S(=O)(=O)c2c(O)c(C)cc(NC(=O)c3ccccc3)c2C(C)C)cc1,-0.9%,-13.4%
CCOC(=O)c1cc(-c2ccc(C)cc2)n(CCC(=O)Nc2nc3c(C)cccc3s2)c1C,-6.5%,-36.0%
COCCc1nn2c(=O)cc(COC(=O)c3ccco3)nc2s1,5.5%,0.0%
# Continuation:
SMILES,FLuc modulator,BRCA1 expr up
Cn1c(C(=O)NCc2ccc(F)cc2)cc2c(=O)n(C)c3ccccc3c21,1.2%,14.9%
CCOC(=O)c1c(C)[nH]c(C)c1S(=O)(=O)N(C)CC(=O)Nc1cc(Cl)ccc1OC,-14.0%,6.7%
CCc1cccc(NC(=O)C(NS(=O)(=O)c2ccc3nc(C)sc3c2)C(C)C)c1 (configuration not stated),-3.3%,-2.2%
COC(=O)c1cccc(NC(=O)N(C)CCc2c(C)nn(C)c2C)c1,-9.1%,-6.8%
COc1ccc(OC)c(CNC(=O)c2c(C)oc3ncn(CC(C)C)c(=O)c23)c1,-7.6%,5.7%
CC(C)c1ccc(-c2nc(C(N)=O)c3c(n2)n(-c2ccc4c(c2)OCO4)c(=O)n3C)cc1,0.5%,8.3%
O=C(CSc1ncc(S(=O)(=O)c2ccc(Cl)cc2)c(=O)[nH]1)Nc1ccc2c(c1)OCCO2,12µM*,12.3%
CC(=O)N1CCc2c(sc3c2c(=O)n(-c2ccccc2)c(=O)n3CC(=O)c2ccc(Cl)cc2)C1,-0.7%,-6.1%
CCOC(=O)c1[nH]c2ccccc2c1NC(=O)c1cc(Cl)ccc1Cl,0.8%,-15.4%
COC(=O)c1ccc(Cl)cc1NC(=O)N(C)CCc1c(C)nn(C)c1C,-8.6%,0.0%
Cc1ccc(NC(=O)CCc2c(C)nc3ncnn3c2C)cc1Cl,5.6%,2.4%
CC(=O)c1cccc(NC(=O)CC(c2ccc(C)cc2)N2Cc3ccccc3C2=O)c1 (configuration not stated),-12.1%,-23.7%
O=C(CSc1nc2c(oc3ccccc32)c(=O)n1Cc1ccco1)Nc1cccc(Cl)c1,5.2%,4.7%
Cc1ccc(NC(=O)c2ccc(C)c(S(=O)(=O)N3CCCCCC3)c2)cc1,?,10.8%
CCOc1ccc(C(=O)c2cn(CC(=O)Nc3ccc(F)cc3)c3cc4c(cc3c2=O)OCCO4)cc1,-7.8%,0.0%
Cc1oc2ncn(C)c(=O)c2c1C(=O)NCCCN(Cc1ccccc1)C(C)C,0.2%,0.0%
Cc1ccc(NC(=O)C2CCN(c3nc4ccccc4nc3C(F)(F)F)CC2)cc1C,-9.8%,22.5%
N#Cc1ccccc1Cn1c(=O)n(CCCCC(=O)NCc2ccc3c(c2)OCO3)c(=O)c2ccccc21,-7.4%,9.8%
COc1ccc(OC)c(NC(=O)c2cc(-c3ccc(Cl)s3)nc3ccccc23)c1,-2.1%,-14.4%
CCc1ccc(NCc2cc3ccc(OC)cc3n(CC(=O)Nc3ccc(C)c(Cl)c3)c2=O)cc1,3.9%,-30.0%
COc1cc(NC(=O)C(NS(=O)(=O)c2ccc3c(c2)CCCC(=O)N3)C(C)C)cc(OC)c1 (configuration not stated),-4.5%,-14.1%
CCn1cc(C(=O)N2CCN(c3cc(Cl)ccc3C)CC2)c(=O)c2cc(S(=O)(=O)N3CCOCC3)ccc21,-12.0%,-31.5%
Cc1cccc(CSc2ncc(Cl)c(C(=O)Nc3nnc(C)s3)n2)c1,?,0.0%
COc1ccc(-c2nn(-c3ccccc3)cc2C2NC(=O)NC(C)=C2C(=O)OC(C)C)cc1OC (configuration not stated),-2.1%,4.7%
O=C(c1ccc2c(c1)N(Cc1ccccc1)C(=O)c1ccccc1S2=O)N1CCC(Cc2ccccc2)CC1 (configuration not stated),-2.9%,-20.3%
# Remaining list, next part:
SMILES,FLuc modulator,BRCA1 expr up
COc1ccc(CCNC(=O)Cn2nc(C)n3c(cc4occc43)c2=O)cc1OC,-6.0%,14.9%
CN(C)S(=O)(=O)c1ccc2c(c1)c(=O)c(C(=O)N1CCN(c3cccc(Cl)c3)CC1)cn2C,4.3%,0.1%
CCOC(=O)c1cccc(NS(=O)(=O)c2cc(-c3cnc(C)o3)ccc2OC)c1,-15.8%,-14.7%
COc1ccccc1CC(=O)Nc1ccc2nc(Nc3cccc(C(F)(F)F)c3)cc(C)c2c1,-2.6%,-11.8%
C=Cc1ccc(Cn2c(=O)n(-c3ccccc3C)c(=O)c3c4c(sc32)CN(C(C)=O)CC4)cc1,-10.5%,-30.2%
Cc1ccc(O)c(-c2ccnc3cc(-c4ccc(Cl)cc4)nn23)c1,-7.2%,-8.4%
O=C1COc2ccc(-c3cc(-c4ccc(F)cc4)c4c(n3)-c3ccccc3OC4)cc2N1,-6.5%,2.3%
Cc1cccc(C)c1NC(=O)CSc1nc(-c2cccs2)cc(C(F)(F)F)n1,-2.7%,2.0%
CCOc1ccc(OCC)c(Nc2cc(C)nc3nc(-c4ccco4)nn23)c1,-4.2%,-1.2%
COc1cccc(CNC(=O)c2c(C)nn(-c3ccc(F)cc3)c2-n2cccc2)c1,-19.3%,-20.8%
CCC(Sc1ncc(S(=O)(=O)c2ccc(C)cc2)c(=O)[nH]1)C(=O)Nc1cc(C)ccc1C (configuration not stated),?,0.3%
COc1ccc2c(CNCCc3ccco3)c(C(=O)O)n(Cc3ccccc3)c2c1,1.4%,14.1%
CC(C)C1C(=O)Nc2ccc(S(=O)(=O)NCc3ccc(Cl)cc3)cc21 (configuration not stated),-5.8%,-34.3%
Cc1ccc(CCNC(=O)c2cc3c(=O)oc4ccccc4c3s2)cc1,2.1%,12.6%
O=C(NCCC1=CCCCC1)c1ccc2c(c1)N(Cc1ccccc1F)C(=O)c1ccccc1S2(=O)=O,-0.5%,-29.5%
COCCn1ccc2c(OCC(=O)Nc3ccccc3F)cccc2c1=O,-2.5%,0.0%
Cc1ccc(C)c(N2C(=O)N(Cc3ccccc3C)c3ccccc3S2(=O)=O)c1,-6.7%,-25.7%
COc1cc(-c2nc(-c3ccc4c(c3)[nH]c(=O)n4C)no2)cc(OC)c1OC,-1.6%,17.8%
Cc1cccc(NC(=O)C2CCN(c3cnccn3)CC2)c1,-6.6%,2.3%
O=C(Cn1nnc(-c2ccc(C(F)(F)F)cc2)n1)NCCc1ccccc1,-1.5%,-5.2%
Cc1cc(C)cc(C(=O)N2CC(=O)Nc3ccc(Br)cc3C2c2ccccc2)c1 (configuration not stated),-7.9%,-8.3%
CCOC(=O)C1=C(CN(CC)Cc2ccccc2)NC(=O)NC1c1ccc(OC(C)C)cc1 (configuration not stated),2.6%,-33.4%
CCN(C(=O)Cn1ncc2c(=O)oc3ccccc3c21)c1ccccc1F,-8.0%,-12.7%
COc1cccc(CN2C(=O)c3ccccc3Sc3ccc(C(=O)NCCc4ccc(Cl)cc4)cc32)c1,-1.7%,-16.8%
COc1ccccc1OCC(=O)Nc1c(C(=O)c2ccc(C)cc2)oc2ccccc12,-3.7%,22.1%
# Additional records.
SMILES,FLuc modulator,BRCA1 expr up
CCN(C(=O)c1cc2c(=O)oc3ccc(C)cc3c2s1)c1ccccc1F,0.4%,-10.9%
CC(NC(=O)Cn1c(=O)oc2cc(S(=O)(=O)NCc3ccccc3)ccc21)c1ccccc1 (configuration not stated),-16.2%,2.7%
Cc1ccc(CN(Cc2ccco2)C(=O)c2oc3cc(Br)ccc3c2C)cc1,-1.7%,-19.0%
COc1ccc(S(=O)(=O)NCCCO)cc1-c1nnc2c3ccccc3c(C)nn12,-3.0%,3.8%
CCCn1c(CN2CCN(c3ccc(OC)cc3)CC2)nc2c1c(=O)[nH]c(=O)n2C,1.3%,-30.6%
Cc1ccc(NC(=O)CSc2nc3ccc(NC(=O)c4ccco4)cc3s2)cc1,-2.9%,0.0%
CC1=Nc2cc(C(=O)NC3CCC(C)CC3)ccc2Sc2c(C)ccc(C)c21 (configuration not stated),-3.1%,-20.4%
CCCN(C(=O)c1cc2c(s1)-c1ccccc1OC2)c1ccccc1F,-9.7%,-13.8%
CCc1nn2c(=O)cc(COC(=O)CNC(=O)c3ccccc3)nc2s1,-2.2%,17.6%
O=C(NCc1ccco1)c1ccc2c(c1)N(Cc1c(F)cccc1Cl)C(=O)c1ccccc1S2,1.2%,-1.2%
Cc1ccc2cc3cc(C(=O)N4CCN(c5ccc(Cl)cc5)CC4)oc3nc2c1,0.9%,14.0%
Cc1nc2ccc(S(=O)(=O)NC(C(=O)N3CCN(c4cccc(Cl)c4)CC3)C(C)C)cc2s1 (configuration not stated),-1.6%,-15.9%
CCCC(CCC)C(=O)NC1CC(=O)N(c2ccc3c(c2)OCCO3)C1 (configuration not stated),0.4%,-13.4%
Cc1ccccc1NC(=O)Cn1nnc(C(=O)NCc2cccs2)c1N,1.7%,-55.8%
CC(C)Cn1c(SCc2cccc(F)c2)nc2ccsc2c1=O,-10.7%,-6.6%
Cc1cccc(CSc2ncc(CO)n2Cc2ccc(F)cc2)c1,-1.4%,0.2%
Cc1ccc(CNC(=O)c2cc3c(=O)oc4ccc(C)cc4c3s2)cc1,2.3%,3.5%
Cc1ccc(C(=O)Nc2ccc(OCc3cc(=O)n4c5c(sc4n3)CCCC5)cc2)cc1,1.9%,26.3%
CC(NC(=O)c1ccc2c(c1)CCN2S(C)(=O)=O)c1ccccc1 (configuration not stated),-2.9%,6.4%
COc1cc(OC)c(NC(=O)c2ccc3c(Cl)c4c(nc3c2)CCCC4)cc1Cl,-1.4%,-3.9%
Cc1noc(-c2ccc(N3CCCCC3C)c([N+](=O)[O-])c2)n1 (configuration not stated),?,91.0%
COc1ccc(NC(=O)c2cc(S(=O)(=O)N3CCCC(C)C3)cn2C)c(OC)c1 (configuration not stated),-1.1%,0.8%

# Full records, quoted from the list. Screens in order: FLuc modulator	BRCA1 expr up
# Shown for `CCCn1c(CN2CCN(c3ccc(OC)cc3)CC2)nc2c1c(=O)[nH]c(=O)n2C` = 1.3%	-30.6%
# Shown for `CC(NC(=O)c1ccc2c(c1)CCN2S(C)(=O)=O)c1ccccc1` (configuration not stated) = -2.9%	6.4%
# Shown for `CCc1nn2c(=O)cc(COC(=O)CNC(=O)c3ccccc3)nc2s1` = -2.2%	17.6%
# Shown for `CCN(C(=O)c1cc2c(=O)oc3ccc(C)cc3c2s1)c1ccccc1F` = 0.4%	-10.9%
